Screening results (PubChem BioAssay)
Avidin fluor: avidin bead compound fluorescence profile. Avidin beads, compound fluorescence 488/530 nm, flow cytometry; active compounds read high. 0.38% of 220,000 active. fluorescence (KMESF) at 10 µM; in the data active = fluorescence above about 47; also: inactives centre near 10
Pf gamet viab: inhibitors of late stage P. falciparum gametocyte viability. P. falciparum stage V gametocytes, ATP luminescence, 24 h. inhibition, % at 10.9 µM. 0.065% of 150,000 active;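 active = inhibition above the mean plus 3 SD of compounds within the control limits, set per campaign, cut at about 38% in these data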;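 also: 0% = DMSO wells and 100% = medium only without gametocytes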
Rac1 mut GTP: modulators of GTP binding to human Rac1 activated mutant. 0.11% of 190,000 active. percent activity (GTP binding), % at 10 µM. P63000. GST-Rac1 activated beads, fluorescent GTP binding, flow cytometry; actives lie on both sides; 100% means binding = to untreated wells;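 active = GTP binding at least 20 percentage points away from the 100% baseline, in either direction, so actives lie on both sides; inconclusive = Compound likely fluorescent itself, or too few beads counted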
ABCB1 block: inhibitors of human ABCB1 transporter, ABCG2 counter-screen. P08183. CCRF-Adr cells, JC-1 efflux, flow cytometry. inhibition, % at 6.6 µM. 0.067% of 190,000 active. AID 1326; in the data active = inhibition above about 40%;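 also: 0% = vehicle and 100% = reference inhibitor; higher value means more JC-1 retained so stronger ABCB1 efflux block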
GSH fluor: compound fluoresces at 488/530 nm on GSH beads. GSH beads flow cytometry, compound fluorescence 488/530 nm; active compounds read high. fluorescence (KMESF) at 10 µM. 0.25% of 190,000 active. AID 1776; in the data active = fluorescence above about 89;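 also: glutathione beads carrying GST-tagged Bcl family fusion proteins plus one bare bead set; values are compound well signal with DMSO vehicle wells as background; inactives centre near 16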
ABCG2 inh: blocks JC-1 efflux by human ABCG2 transporter; Q9UNQ0; IgMXP3 cells, flow cytometry; inhibition, % at 6.6 µM; 0.1% of 190,000 active; AID 1325;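 active = inhibition above 80%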;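 also: 0% = DMSO and 100% = nicardipine control wells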
Target sequence (Q9UNQ0 whole entry, looked up): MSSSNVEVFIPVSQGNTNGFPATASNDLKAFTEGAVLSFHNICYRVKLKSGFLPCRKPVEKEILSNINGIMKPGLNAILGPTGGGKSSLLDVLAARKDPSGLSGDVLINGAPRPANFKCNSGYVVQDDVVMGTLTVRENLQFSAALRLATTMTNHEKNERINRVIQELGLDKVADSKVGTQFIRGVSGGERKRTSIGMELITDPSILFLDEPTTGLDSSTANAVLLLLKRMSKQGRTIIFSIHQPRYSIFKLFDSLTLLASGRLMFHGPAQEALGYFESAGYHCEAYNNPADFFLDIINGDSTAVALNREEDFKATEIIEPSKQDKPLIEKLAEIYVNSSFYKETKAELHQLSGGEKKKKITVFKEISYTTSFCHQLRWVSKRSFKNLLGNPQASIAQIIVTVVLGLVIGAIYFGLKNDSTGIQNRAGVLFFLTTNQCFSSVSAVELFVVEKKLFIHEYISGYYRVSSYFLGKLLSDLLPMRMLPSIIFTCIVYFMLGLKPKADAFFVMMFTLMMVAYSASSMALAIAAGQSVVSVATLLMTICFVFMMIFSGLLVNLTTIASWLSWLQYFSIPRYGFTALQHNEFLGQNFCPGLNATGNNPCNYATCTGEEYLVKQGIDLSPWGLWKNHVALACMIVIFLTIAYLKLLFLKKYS
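Times: 10 min at 25 °C | Test system: Two drug-resistant human cell lines, ABCG2 and ABCB1 | Quantity: 3 million cells/mL final, two lines in 1:1 ratio | Signal: Flow cytometry, 530 nm JC-1 signal | Dosing: Compound at 6.6 µM | Controls: Nicardipine and DMSO wells | Reagent: JC-1 as fluorescent efflux pump substrate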
HRas wt GTP: human HRas wildtype GTP binding, change in either direction | GST-Ras wt beads, Bodipy-FL-GTP binding, flow cytometry; actives lie on both sides | GTP binding activity, % at 10 µM | 0.14% of 190,000 active | AID 759;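 active = GTP binding activity at least 20% away from the 100% baseline, either lowered as inhibitor or raised as activator; inconclusive = flagged as likely green fluorescent, judged across all proteins in the well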;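 also: 0% = unlabeled GTP competition control and 100% = no-compound control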
Target sequence (P01112 whole entry, looked up): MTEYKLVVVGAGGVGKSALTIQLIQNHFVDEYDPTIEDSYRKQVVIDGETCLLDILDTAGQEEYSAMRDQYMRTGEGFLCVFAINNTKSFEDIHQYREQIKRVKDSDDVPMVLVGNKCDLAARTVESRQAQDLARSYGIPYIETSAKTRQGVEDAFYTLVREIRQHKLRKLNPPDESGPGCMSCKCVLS
Rab7 wt GTP bind: dog Rab7 wildtype GTP binding, inhibitors and activators; GTP binding activity (percent of control), % at 10 µM; AID 758; GST-Rab7 beads, fluorescent GTP binding, flow cytometry; actives lie on both sides; untreated = 100%, excess cold GTP = 0%; 0.055% of 190,000 active;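 active = fluorescent GTP binding to Rab7 beads changed by at least 20 points from the 100% baseline, either direction, mostly lower; inconclusive = compound itself probably fluorescent, or too few beads counted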;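 also: median green fluorescence of bound Bodipy-FL-GTP per Rab7 bead population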
Cdc42 wt GTP: human Cdc42 wildtype GTP binding change, either direction; percent activity (GTP binding), % at 10 µM; 0.2% of 190,000 active; AID 761; GST-Cdc42 beads, Bodipy-GTP binding, flow cytometry; actives lie on both sides; P60953;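 active = percent activity GTP binding at least 20 points away from the 100% baseline, either down as inhibitor or up as activator; inconclusive = compound flagged as likely green fluorescent from well-wide comparison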;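 also: median bead fluorescence of bound Bodipy-FL-GTP at 100 nM; 0% = excess unlabeled GTP control and 100% = no compound control; below 100% means less GTP binding so inhibitor and above means activator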
Target sequence (P60953 whole entry, looked up): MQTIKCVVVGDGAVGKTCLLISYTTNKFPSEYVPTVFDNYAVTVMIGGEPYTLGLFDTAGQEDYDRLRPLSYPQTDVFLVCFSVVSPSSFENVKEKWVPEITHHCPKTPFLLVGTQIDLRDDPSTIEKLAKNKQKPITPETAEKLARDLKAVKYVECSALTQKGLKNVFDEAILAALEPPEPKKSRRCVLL
Rac1 wt GTP bind: alters GTP binding to wildtype human Rac1. P63000. GST-Rac1 beads, fluorescent GTP binding, flow cytometry; actives lie on both sides; 0 = cold GTP competed, 100 = untreated. GTP binding activity (% of control), % at 10 µM. 0.27% of 190,000 active. AID 757;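 active = GTP binding activity at least 20 points away from the 100% control level, either lower or higher; inconclusive = compound flagged as likely green fluorescent, judged across all proteins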
Rab2A wt mod: changes GTP binding to wildtype dog Rab2A, up or down. AID 760. P61105. GST-Rab2 wt beads, Bodipy-GTP binding, flow cytometry. 0.19% of 190,000 active. GTP binding activity, % at 10 µM;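 active = GTP binding activity at least 20 points away from 100%, either lowered or raised; inconclusive = signal likely due to the compound's own green fluorescence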;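 also: 0% = beads with excess unlabeled GTP and 100% = no-compound control corrected for plate trend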
Active calls of the source: *; ? = inconclusive; . = not tested or not shown.

SMILES	Avidin fluor	Pf gamet viab	Rac1 mut GTP	ABCB1 block	GSH fluor	ABCG2 inh	HRas wt GTP	Rab7 wt GTP bind	Cdc42 wt GTP	Rac1 wt GTP bind	Rab2A wt mod
Cc1ccsc1/C=N\NC(=O)c1n[nH]c2c1CCC2	22	0	98	0.3	10	43	99	99	100	103	100
Cc1ccccc1/C=N\NC(=O)c1csnn1	16	-7	96	-0.5	10	0	101	102	97	95	99
Cc1ccc(C(=O)NCC(=O)OCC(=O)NC2CCS(=O)(=O)C2)cc1C (stereo not given)	13	15	99	0.4	11	4	100	100	102	103	100
O=C(O)C1CCC(=O)N1C1c2ccccc2Oc2ccccc21 (stereo not given)	5	.	100	0.6	22	1	99	97	102	104	99
CSc1ccc(S(=O)(=O)Nc2cccc(F)c2)cc1	7	.	97	0.5	36	2	102	103	101	103	104
COc1ccc(C)cc1NC(=O)CNC(=O)Cn1ccc2ccccc2c1=O	21	16	98	-0.8	8	-3	99	97	98	104	98
O=P(COc1ccccc1)(c1ccccc1)c1ccccc1	10	.	99	0.7	12	3	101	99	109	108	102
CC(CN1CCOCC1)C(=O)O (stereo not given)	22	-18	100	-0.2	22	2	101	101	103	107	104
COc1ccc(C(=O)Nc2ccc([N+](=O)[O-])cn2)c(OC)c1	13	8	98	1.1	18	37	100	101	99	99	100
CCN1CCN(CCNC(=O)CCCCCn2c(=O)[nH]c3cc(C(=O)OC)ccc3c2=O)CC1	9	19	103	-0.1	8	2	105	105	107	111	101
CN(Cc1nc(-c2ccncc2)no1)S(=O)(=O)c1ccccc1	34	.	96	0.1	18	0	98	95	99	99	97
Cc1cc(=O)oc2cc(OCC(=O)OCC(=O)Nc3ccccc3F)ccc12	21	-13	?	0.0	6	2	?	?	?	?	?
CCCCC(=O)N1CCCC(c2nc3c(nnn3Cc3cc(C)ccc3C)c(=O)[nH]2)C1 (stereo not given)	7	-2	99	0.1	13	1	104	102	104	107	103
CCOc1ccc(NC(=O)CS(=O)(=O)c2cn(C)c3ccccc23)cc1	7	.	100	-2.2	20	-2	102	99	103	105	99
Cc1ccc(SCc2c(C#N)c3ccccc3n2C)cc1	8	-5	100	0.0	66	0	101	98	102	102	102
CCOc1ccccc1/C=C/C(=O)c1ccc(Cl)cc1	3	.	102	-1.1	9	7	104	102	109	116	104
Cc1cc2c3c(ccc(C)c3n1)N=CN2c1ccccc1	.	1	99	0.6	20	4	99	100	102	101	100
COCCCNC(=O)/C(C#N)=C/c1cccc(NC(=O)c2ccccc2Cl)c1	15	-21	100	1.0	17	9	104	100	101	104	100
CCC1C(=O)N=C(SCC(=O)Nc2ccc(S(N)(=O)=O)cc2)NC1=O (stereo not given)	21	6	96	0.4	11	1	99	102	98	99	99
CCOc1ccc(NC(=S)N(CCOC)C(C)c2cccnc2)cc1 (stereo not given)	6	-4	92	0.5	16	5	94	100	96	98	97
COc1ccc2ccccc2c1C(=O)/C=C\c1ccoc1	4	.	?	0.1	9	0	?	?	?	?	?
Cc1ccc(C(=O)C2OC(=O)C(C)(C)C(=O)C2(C)C)cc1 (stereo not given)	10	14	104	0.1	23	1	103	101	102	105	106
COC(=O)c1c(C)cc(C)n2c1nc1ccccc12	8	-7	95	1.5	15	11	96	98	95	94	93
CC1=C(C(=O)OCCc2ccccc2)C(c2ccsc2)NC(=O)N1C (stereo not given)	3	5	97	1.5	11	2	101	101	100	104	99
O=C1C=C(NCC2CCCO2)C2(CCCCC2)O1 (stereo not given)	10	-2	99	0.4	5	1	100	102	102	107	100
CCCCCCCCCCCNC(=O)c1ccoc1C	10	.	100	-0.9	17	-3	102	100	99	104	101
CCOC(=O)c1[nH]c(C)c(C(=O)N(C)C)c1C	7	.	99	0.5	4	3	100	96	99	101	97
O=C(CCN1C(=O)/C(=C\c2ccccc2)SC1=S)NNC(=O)c1cccnc1	25	4	97	-1.6	8	-13	96	98	100	102	98
COc1ccc(NC(=O)Nc2c(C)n(C)n(-c3ccccc3)c2=O)cc1	6	.	100	0.4	18	1	104	103	103	108	104
CCOC(=O)c1cc(-c2ccc(F)cc2)n(CC(=O)NCc2cccnc2)c1C	25	5	97	0.6	7	1	101	107	94	101	99
O=C(COC(=O)C1CCCCC1C(=O)N1CCc2ccccc21)NCc1ccco1 (stereo not given)	13	-15	95	-1.6	24	-2	97	96	100	95	98
Cc1ccc(OCC(=O)O/N=C(\N)c2ccccn2)cc1	11	.	94	-0.6	14	-1	97	96	97	97	96
CCOC(=O)C1(CC2CCCCO2)CCN(Cc2c(C)cc(C)cc2-n2cccn2)CC1 (stereo not given)	1	5	94	0.7	14	-3	98	104	94	97	99
COc1cc(C(=O)NCC(=O)OCC(=O)Nc2ncc(Cl)cc2Cl)cc(OC)c1OC	10	-3	96	0.6	24	4	101	107	98	102	101
Cc1cc(C)n2c(SCC(=O)NC3CCCC(C)C3C)nnc2n1 (stereo not given)	25	8	96	0.8	20	4	95	95	97	96	95
C=C(C)c1cccc(C(C)(C)NC(=O)Nn2cnnc2)c1	6	-10	102	0.2	59	0	101	102	101	103	102
CC(C)OC(=O)c1cccc(C(=O)Oc2ccc(Br)cc2)n1	10	.	99	0.1	17	1	102	100	103	102	102
C#CCN(C(=O)CC1C(=O)NCCN1C/C=C/c1ccccc1)C1CCCCC1 (stereo not given)	10	-4	96	0.3	18	1	101	102	96	98	98
CN1CCN(C(=O)c2ccccc2N(Cc2ccccc2)S(=O)(=O)c2ccccc2)CC1	6	.	95	0.8	16	0	100	97	103	104	97
Cc1ccc(NS(=O)(=O)c2cc(C(N)=O)ccc2C)cc1	8	.	101	0.1	12	1	103	100	106	107	101

Some of the entries above, set out differently:
Results follow in this order: Avidin fluor | Pf gamet viab | Rac1 mut GTP | ABCB1 block | GSH fluor | ABCG2 inh | HRas wt GTP | Rab7 wt GTP bind | Cdc42 wt GTP | Rac1 wt GTP bind | Rab2A wt mod
- CN1CCN(C(=O)c2ccccc2N(Cc2ccccc2)S(=O)(=O)c2ccccc2)CC1
 : 6 | . | 95 | 0.8 | 16 | 0 | 100 | 97 | 103 | 104 | 97
- Cc1ccc(OCC(=O)O/N=C(\N)c2ccccn2)cc1
 : 11 | . | 94 | -0.6 | 14 | -1 | 97 | 96 | 97 | 97 | 96

Additional structures follow:
SMILES	Avidin fluor	Pf gamet viab	Rac1 mut GTP	ABCB1 block	GSH fluor	ABCG2 inh	HRas wt GTP	Rab7 wt GTP bind	Cdc42 wt GTP	Rac1 wt GTP bind	Rab2A wt mod
O=C(C(Sc1ccccc1)c1ccccc1)N1CCN(c2ccccc2)CC1 (stereo not given)	0	.	99	1.5	7	6	98	106	98	101	98
CCOC(=O)C1=NOC(CNC(=O)c2ccccc2Cl)C1 (stereo not given)	9	5	97	0.4	14	1	98	103	99	100	99
CCOC(=O)C1(Cc2cccc(OC)c2)CCN(Cc2ccccc2OC)CC1	7	19	95	1.6	14	2	97	103	99	100	99
CCc1ccc(NC(=O)CSc2nnc(Cn3c(=O)sc4ccccc43)n2C)cc1	27	.	98	1.6	16	3	102	107	106	104	100
CCOc1ccc(C2/C(=C(\O)c3c(C)[nH]c(C(=O)OC)c3C)C(=O)C(=O)N2CCN(C)C)cc1 (stereo not given)	7	.	99	0.3	71	1	102	96	103	101	101
COc1ccc(OC)c(NC(=O)CC(Cc2ccccc2OC)C(=O)O)c1 (stereo not given)	11	.	97	0.9	5	2	101	101	97	97	100
COc1ccc(NC(=O)c2sc3cc(C(F)(F)F)cnc3c2-c2cccs2)cc1	12	22	99	1.7	57	9	101	99	102	105	98
COc1cc(/C=N/Nc2nc(Nc3ccc(C)cc3)nc(-n3nc(C)cc3C)n2)cc(OC)c1OC	10	-23	96	1.3	44	0	97	100	93	95	95
CCOC(=O)c1cc(-c2ccccc2)nc2c1c(C)nn2-c1ccccn1	8	.	100	4.5	11	10	100	101	96	104	101
Clc1nc(NCc2cccnc2)nc(N2CCOCC2)n1	20	.	92	0.2	8	1	98	95	95	93	93
COc1ccc(-c2nnn(CC(=O)N(Cc3cccs3)C(C)C(=O)NCCC(C)C)n2)cc1OC (stereo not given)	9	.	98	2.6	11	6	101	104	103	104	103
Cc1cc(C)n(/N=C/c2ccccc2O)c(=O)c1	20	-12	96	0.9	12	1	99	103	97	98	100
Cc1cccc2cc(COC(=O)C(C)C)c(=O)[nH]c12	5	.	97	0.1	25	1	98	94	99	100	95
COC(=O)c1c(C)n(-c2ccc(OC)cc2)c2ccc(O)cc12	10	0	99	-0.6	49	12	101	100	100	110	101
Cc1ccc(-n2c(C)cc(/C=N/NC(=O)c3ccncc3)c2C)cc1	13	.	98	0.6	35	25	100	101	101	104	102
Cc1cnc(C(=O)OCC(=O)NC(C)C)cn1	5	.	97	0.1	23	1	100	99	99	98	99
Cc1ccc2nsnc2c1S(=O)(=O)N1CCN(CCc2ccccc2)CC1	8	24	102	1.4	18	1	106	101	105	104	105
Cc1nnc(NC(=O)c2ccc(-c3cccc(C(F)(F)F)c3)o2)s1	33	.	96	-0.1	14	1	98	94	97	97	93
Cn1cccc1C(=O)NC(=O)COC(=O)c1ccccc1O	7	16	98	1.3	64	5	99	97	103	101	101
Cc1cc(N2C(=O)C(=O)/C(=C(/O)c3ccc(F)cc3)C2c2ccc(Cl)cc2)no1 (stereo not given)	12	.	94	-1.0	33	8	98	96	98	101	97
O=C(Nc1ccccc1)N1CCC(C(=O)N(Cc2ccco2)Cc2cccs2)CC1	26	-13	101	-0.1	22	7	101	96	102	109	103
Cc1nc(SCC(=O)N2CC(C)OC(C)C2)nc(C)c1C (stereo not given)	16	.	99	-0.1	32	-6	98	100	97	102	99
COc1ccc(Cl)cc1-c1nc(SCC(=O)NC2CC2)n[nH]1	16	-5	96	0.9	11	14	96	99	97	99	97
COc1cccc(N2C(=O)CC(NNC(=O)c3cccs3)C2=O)c1 (stereo not given)	13	-5	101	-0.2	4	-1	102	101	101	106	100
CCC/C=C(\CCC)C(NC(=O)OCC(C)C)c1ccc(C(=O)OC)cc1 (stereo not given)	14	.	98	0.3	18	1	101	102	102	102	103
O=C(NCc1ccccc1)c1ccc(C2SCC(=O)N2Cc2ccccc2)cc1 (stereo not given)	9	.	97	1.2	57	6	103	98	98	102	98
C=C(C)CSc1nc(N)c2c3c(sc2n1)CCC3	7	.	99	0.0	4	1	98	97	100	101	98
N#Cc1c(NC(=O)CSC2=NCCS2)sc2c1CCCC2	39	-16	94	1.0	12	5	96	94	95	94	93
CCN(CC)c1ncc(C)c(=O)[nH]1	5	9	97	0.3	67	5	96	98	97	98	96
